# Compound activity deposited in PubChem by several laboratories.
# HSF1 inh – HSF1 inhibition | NIH3T3-HGL HSE-luciferase, MG132-induced, luminescence 8 h; active compounds read low | activity change, negative = inhibition, % at 7.5 µM (by protocol) | 300,000 tested, 0.77% active | AID 2098;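 active = more than half of replicate wells show activity change below -50%, luminescence cut by over half; inconclusive = some wells, but at most half, below -50%; inactive = no replicate well below -50%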;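 note: luciferase reports HSF-1 transcriptional activity via heat shock element; 0% = median of DMSO wells and -100% = zero luminescence signal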
# HSF1 activator – increases HSF-1 driven luciferase reporter signal; AID 504408; 300,000 tested, 1.7% active; activation, % at 9 µM; NIH3T3-HGL HSF-1 luciferase reporter, MG132, 8 h; 100% = twice DMSO control signal;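 active = mean replicate activation of at least 50% with a set share of replicates each reaching 50%; inconclusive = only one of those two conditions met; inactive = mean below 50% and too few replicates reaching it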;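 note: 0% = median of the neutral control wells and 100% = twice that signal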
# KLF5 inhibitor – kruppel-like factor 5 inhibition | DLD-1 KLF5 promoter-luciferase reporter, luminescence | inhibition, % at 5 µM | 290,000 tested, 0.23% active | AID 1700;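 active = inhibition above a per-plate limit of that plate's mean compound inhibition plus 3 SD, cut at about 60% in these data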;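 note: 0% = DMSO wells and 100% = LY294002 at 200 µM; higher means less KLF5 promoter-driven luciferase light; inactives centre near -14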
# AI-2 QS mod – modulates the Vibrio harveyi AI-2 quorum sensing system. Vibrio harveyi JMH597 AI-2 luminescence/OD600 ratio, 9 h; active compounds read low; strain lacks LuxN and CqsS sensors; 0 = neutral-control median. activity change, % at 7.5 µM. 300,000 tested, 0.4% active. AID 2094; in the data active = activity change below about -75%, passing the limit was not always enough; inconclusive = no clear call, values can overlap the other calls;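 note: luminescence divided by OD600 gain over 9 h not by final OD600 alone; inactives centre near 13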
# HDAC3 inh – inhibitors of human histone deacetylase 3 | inhibition, % at 8.3 µM | recombinant HDAC3, fluorogenic peptide/trypsin coupled, fluorescence | 320,000 tested, 0.15% active; in the data active = inhibition above about 26%, passing the limit was not always enough; inconclusive = no clear call, values can overlap the other calls
# Target sequence (O15379 whole entry, looked up): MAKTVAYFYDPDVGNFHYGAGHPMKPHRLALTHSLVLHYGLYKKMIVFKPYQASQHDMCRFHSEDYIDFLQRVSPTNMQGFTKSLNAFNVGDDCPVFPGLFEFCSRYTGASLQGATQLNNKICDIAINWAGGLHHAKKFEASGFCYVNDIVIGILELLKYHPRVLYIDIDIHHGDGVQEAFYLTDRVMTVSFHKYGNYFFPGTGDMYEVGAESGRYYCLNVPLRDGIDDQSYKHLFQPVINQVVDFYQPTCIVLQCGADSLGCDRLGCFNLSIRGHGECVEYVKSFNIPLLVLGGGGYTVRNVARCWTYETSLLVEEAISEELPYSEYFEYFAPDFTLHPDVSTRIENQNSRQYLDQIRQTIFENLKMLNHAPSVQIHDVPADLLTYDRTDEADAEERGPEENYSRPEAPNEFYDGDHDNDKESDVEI
# Platelet DG rel – platelet dense granule release activity; 300,000 tested, 0.22% active; human platelet-rich plasma, SFLLRN dense granule ATP release, luminescence; inhibition, %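 (compounds screened at 7.5 µM in platelet-rich plasma)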;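 active = mean replicate score, as percent of positive control, at or above 50; inconclusive = mean below 50 but at least one replicate at or above 50; inactive = mean and every replicate below 50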
# aSyn 5UTR inh – MLPCN primary screen, SNCA 5' untranslated region; alpha-synuclein 5'UTR reporter, inhibitor activity; inhibition, % (tested at 7.5 µM); 300,000 tested, 0.82% active; in the data active = inhibition above about 60%; inconclusive = no clear call, values can overlap the other calls;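 note: H4 neuroglioblastoma cells stably carrying SNCA 5'UTR luciferase fusion; 0% = DMSO wells and 100% = positive control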
# HSP90 refold inh – inhibitors of HSP90 luciferase refolding in rabbit reticulocyte lysate; 290,000 tested, 0.91% active; inhibition, % at 5.6 µM; luciferase refolding luminescence, 3 h;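 active = inhibition above the screen-wide mean plus 3 SD, computed separately per campaign, cut at about 16% in these data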;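 note: 0% = DMSO wells and 100% = 60 µM geldanamycin wells; inhibitors lower the luminescence because luciferase stays unfolded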
# HIF activator – HIF pathway transcriptional activation | 300,000 tested, 0.32% active | U2OS HRE-luciferase reporter, luminescence; normalized: DMSO 0%, desferrioxamine 100% | activation, % at 7.5 µM (by protocol);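 active = mean activation of at least 10% of the iron chelator positive control signal, with at least half of replicates also reaching 10%; inconclusive = mean and replicate majority disagree about reaching 10%; inactive = mean and most replicates under 10%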
# IEC-6 cytotox – counter-screen for KLF5 inhibitors: cytotoxicity in IEC-6 cells | 290,000 tested, 0.78% active | inhibition, % at 5 µM | IEC-6 cytotoxicity, luminescence viability; in the data active = inhibition above about 22%;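 note: 0% = plate median of test compound wells and 100% = cytotoxic reference compound wells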
# Starred values were filed as active, the others as inactive; ? = inconclusive; . = no result given.
SMILES	HSF1 inh	HSF1 activator	KLF5 inhibitor	AI-2 QS mod	HDAC3 inh	Platelet DG rel	aSyn 5UTR inh	HSP90 refold inh	HIF activator	IEC-6 cytotox
CC1=C(C(=O)Nc2ccc(C)cc2C)C(c2ccc([N+](=O)[O-])cc2)n2ncnc2N1 (stereo not drawn)	-4	10	2	23	-2	1	26	-2	-7.7	-3
N#Cc1ccc(-c2csc(NC(=O)/C=C/c3cccs3)n2)cc1	6	-1	0	-1	2	0	-6	0	0.0	3
CC(=O)Nc1ccc(SCC(=O)c2cc(C)n(CC(F)(F)F)c2C)cc1	-7	1	-99	17	1	-2	-37	5	1.4	9
COc1ccccc1OCC(O)CN1C(=O)NC(C)(C)C1=O (stereo not drawn)	-3	2	.	19	-2	26	-1	.	-0.1	.
Cc1ccccc1C(=O)Nc1nc(SCc2ccc(Cl)cc2)n[nH]1	1	14	-2	-2	?	-1	-6	9	0.3	2
CC1CCCCC1NS(=O)(=O)c1ccc(S(=O)(=O)N2CCCC2)cc1 (stereo not drawn)	0	1	1	7	0	3	13	11	-0.5	-7
NS(=O)(=O)c1ccc(NC(=O)COC(=O)c2cc(Cl)ccc2[N+](=O)[O-])cc1	3	-5	12	-51	1	2	-5	1	-0.1	0
O=C(O)CSc1nc2ccccc2n1Cc1ccccc1	1	-4	-31	3	14	1	1	-4	0.7	-2
Cc1oc(-c2ccccc2Cl)nc1CS(=O)CC(=O)NCCc1ccccc1 (stereo not drawn)	-2	12	-33	8	3	1	50	3	0.2	4
CC(C)OCCCNC(=O)CCSc1ccc(Cl)cc1	3	5	-35	1	4	-3	17	5	0.0	1
CCOC(=O)NC(=O)COC(=O)c1cccc2ccccc12	-1	-4	-19	34	-5	-8	24	2	-0.4	5
O=C(Cn1cccc(C(F)(F)F)c1=O)c1ccc(Cl)cc1	0	11	9	3	0	7	-2	2	0.5	3
CC(C)(C)N1C(=O)[C@H]2[C@@H](c3ccc(Br)cc3)N3C(=O)N(c4cccc(Br)c4)C(=O)[C@@]3(Cc3ccccc3)[C@H]2C1=O	3	0	1	41	-3	-3	10	13	-0.4	4
CCCC(NC(=O)c1c(C)noc1C)C12CC3CC(CC(C3)C1)C2 (stereo not drawn)	7	17	-14	34	6	0	-18	-1	-0.4	2
COc1ccc(C/C(C)=N/NC(=O)c2ccc(C)cc2C)cc1	-10	-22	-4	14	-13	0	-20	3	0.3	5
COc1cccc(-c2nn(C)c3sc(C(=O)N4CCN(c5ccccn5)CC4)cc23)c1	2	-6	0	36	12	-5	6	3	-0.3	5
Cc1cc(C)cc(N(CC(=O)NC2CCC(C)CC2)S(=O)(=O)c2c(C)noc2C)c1 (stereo not drawn)	.	.	13	.	2	.	.	2	.	5
O=C(NCCCN1CCOCC1)c1ccc(Br)cc1Br	3	12	-10	-8	.	2	-29	-1	-0.3	-1
COC(=O)CCCC1=CC2=C(c3ccccc3)C(=O)C(C)(OC(=O)C3CCCC3)C(=O)C2=CN1CCCCO (stereo not drawn)	4	3	.	14	-6	1	24	.	0.1	.
CCN(C(=O)CN1CCN(S(=O)(=O)c2ccccc2C(F)(F)F)CC1)c1c(N)n(Cc2ccccc2)c(=O)[nH]c1=O	2	9	-9	13	3	1	24	2	0.8	-1
CC(=O)N1CCOc2ccc(S(=O)(=O)N3CCC(C(=O)Nc4ccc(C)cc4)CC3)cc21	3	0	-7	15	0	-8	31	3	0.5	1
CCc1nn2c(N3CCOCC3)cc(C)nc2c1-c1ccc(F)cc1	-3	-3	-12	0	?	-6	12	-2	0.1	-6
COc1ccc(C(CC(=O)NCC(OC)OC)NS(=O)(=O)c2ccc(Cl)cc2)cc1 (stereo not drawn)	0	-6	-11	17	-9	2	8	0	0.5	4
O=C(CN(CC1CCCO1)C(=O)CNS(=O)(=O)c1ccc(F)cc1)NCC1CCCO1 (stereo not drawn)	-6	-5	3	8	1	-1	14	0	-0.1	-1
COc1ccc(/C=C2\CN(Cc3ccccc3)C/C(=C\c3ccc(OC)cc3)C2=O)cc1	.	.	12	.	3	.	.	2	.	2
CC(C)C[C@H](N)c1cn([C@@H](CCCCN)C(=O)N2CCNCC2)nn1	2	2	-4	3	9	-13	3	4	-0.4	2
CSCC[C@H](NC(=O)OC(C)(C)C)C(=O)NCC1CCC(C(=O)N[C@@H](Cc2ccccc2)C(=O)O)CC1 (stereo partly drawn)	1	-5	-14	22	-6	10	4	-1	-0.3	-2
Cc1cccc(OCCCC(=O)O)c1	-10	1	3	7	3	-1	0	4	0.7	-2
Cc1ccc(C)c(C(=O)COC(=O)CNS(=O)(=O)c2ccccc2)c1	-8	18	-20	18	3	6	-4	-1	-0.4	-6
O=C(N/N=C/c1c[nH]c2ccccc12)c1ccc(Cl)cc1	3	28	-90	2	7	-3	-77	-4	1.1	1
COc1ccc(C(=O)c2c(-c3ccc(OC)cc3)oc3ccc(-c4cc(OC)c(OC)c(OC)c4)cc23)cc1	-11	-21	.	13	-6	-2	30	.	-1.2	.
COc1ccccc1C(=O)NNS(=O)(=O)c1ccc(F)cc1	-2	29	-23	13	-4	-9	30	-3	-29	4
Cc1ccccc1-c1nc2ccccc2[nH]1	24	28	-92	8	4	12	-134	0	1.9	0
COC(=O)c1nn(-c2cccc(C(F)(F)F)c2)ccc1=O	-4	1	-19	9	0	-12	-10	2	2.2	-5
COc1ccccc1N1C(=O)C2C3C=CC(C3)C2C1=O (stereo not drawn)	-10	-9	-33	6	-9	3	2	1	-0.2	2
O=[N+]([O-])c1cccc2ccc(/C=C/c3ccc(F)cc3)nc12	30	50	13	30	-6	-1	-291	0	3.5	4
O=C(CCOc1ccccc1)Nc1ccccc1F	1	1	-22	-64	5	4	-48	0	0.1	5
COc1ccc(Oc2coc3cc(OC(=O)c4cncc(Br)c4)ccc3c2=O)cc1	.	.	4	.	-6	.	.	-1	.	5
NC(=O)c1ccccc1OCc1nc2ccccc2s1	19	33	-59	21	0	-8	-50	2	-0.1	-2
O=C(NCCO)/C(=C\c1cccs1)NC(=O)c1cccs1	-5	-7	16	33	4	-1	12	2	-0.3	-4
CCC1=C(OC(=O)N(CC)CC)N2C(=O)OC(=NCCc3c[nH]c4ccccc34)[C@]2(Cc2ccccc2)[C@H]2C1=CC[C@H]1C(=O)N(C)C(=O)[C@H]12	2	3	.	36	3	1	3	.	0.8	.
CCC1CCCCN1C(=O)CSc1nnc(CNC(=O)c2c(F)cccc2Cl)o1 (stereo not drawn)	-6	-2	-8	12	-10	4	-1	-3	-1.7	4
CC(C)[C@H](NC(=O)c1c(F)cccc1F)C(=O)OCC(=O)NC(=O)NC1CCCC1	-3	-6	-12	-6	-6	17	-3	2	0.0	4
CN1CCN(C(=O)Nc2ccc([N+](=O)[O-])cc2)CC1	-5	-4	-6	16	.	8	-4	-1	0.1	-4
COc1ccnc2c1c(=O)n(Cc1c(F)cccc1Cl)c(=O)n2C	-3	11	-5	2	-2	-1	32	3	0.2	-3
CCOc1ccccc1N1CCN(C(=O)CCNS(=O)(=O)c2ccccc2F)CC1	-2	-15	.	24	-3	1	6	.	-0.6	.
COc1ccccc1-n1c(C)cc(/C=C2\C(=N)N3N=C(CC(=O)N4CCOCC4)SC3=NC2=O)c1C	7	18	-9	0	13	6	-72	-2	1.2	1
CCC(Oc1ccccc1F)C(=O)NCCN1CCOCC1 (stereo not drawn)	-3	-2	-22	29	-2	7	10	3	-0.1	4
COC(=O)c1ccccc1NC(=O)CCc1ccccc1	3	3	-6	4	-1	10	8	-4	-0.2	-3
C=CCNc1nc(Cl)nc(Nc2ccc(OC)cc2OC)n1	-1	4	-22	23	-5	0	-10	-2	0.2	-1
COC(=O)c1ccc(N2CCN(S(=O)(=O)c3ccc(Br)cc3)CC2)c([N+](=O)[O-])c1	-2	30	-2	35	0	-1	5	-1	-0.6	0
CN(CC(=O)Nc1ccccc1Cl)C(=O)COC(=O)/C=C/c1ccccc1	2	1	.	15	6	-7	-11	.	-0.5	.
COc1cc(OC)cc(C2=NC3(CCC(C)CC3)NC2=S)c1 (stereo not drawn)	0	8	-10	14	16	-2	24	3	0.0	3
COC(=O)c1cc(C(=O)c2ccc(Cl)cc2Cl)cn1C	6	-2	12	18	-1	-3	-4	6	0.2	10
CN1CCN(S(=O)(=O)c2ccc(N3CCN(S(=O)(=O)/C=C/c4ccccc4)CC3)nc2)CC1	-3	-4	3	12	-5	-2	0	3	0.0	-1
Cc1ccccc1C(=O)c1cccn1CC(=O)NCCC1=CCCCC1	9	4	-27	8	9	-2	-11	1	1.1	5
O=S(=O)(c1ccccc1Cl)N1CCCC(c2nc(-c3cccnc3)no2)C1 (stereo not drawn)	0	4	-3	-16	2	4	30	0	-0.5	-4
CCCn1c(=N)n(CC(=O)c2ccc(OCC(=O)OC)cc2)c2ccccc21	7	6	.	3	4	-10	-28	.	-0.1	.
COC(=O)c1cccc(NS(=O)(=O)c2ccc(OC)c(C(=O)N3CCOCC3)c2)c1C	2	4	-11	20	-1	-2	-17	-2	0.0	0
Cc1cc(C)nc(SCc2ccc(C(=O)N/N=C/c3cccc(O)c3O)cc2)n1	-5	7	-33	?	.	1	70*	-4	6.3	-8

# New compounds follow
SMILES	HSF1 inh	HSF1 activator	KLF5 inhibitor	AI-2 QS mod	HDAC3 inh	Platelet DG rel	aSyn 5UTR inh	HSP90 refold inh	HIF activator	IEC-6 cytotox
Cc1cc(C)c(S(=O)(=O)N2CCC(C(=O)NCc3ccc(Cl)cc3Cl)CC2)c(C)c1	0	27	-16	7	2	-1	26	3	-0.6	0
O=C(NC(=S)Nc1ccc2oc(-c3ccncc3)nc2c1)c1ccccc1F	-14	-19	-29	8	-3	-1	1	0	0.2	3
COC(=O)Nc1ccc(S(=O)(=O)N2CCCC(C(=O)NC3CCS(=O)(=O)C3)C2)cc1 (stereo not drawn)	-12	0	-6	28	.	-9	-12	-1	-0.7	-5
Cc1c(NC(=O)c2n[nH]c(=O)c3ccccc23)c(=O)n(-c2ccccc2)n1C	-3	-6	-14	0	0	8	4	0	-0.7	1
CS(=O)(=O)N1CCC(C(=O)Nc2ccccc2Br)CC1	4	-8	-30	-4	3	-7	2	-1	0.7	0
Cc1nnsc1Sc1ccccc1C(=O)O	10	1	-15	13	1	9	16	5	-0.4	-4
COC(=O)CC1COc2ccccc2N1S(=O)(=O)c1ccc(Br)cc1 (stereo not drawn)	1	-2	0	19	-13	-1	-9	2	0.7	2
COc1cc(C#N)ccc1OCC(=O)c1ccc2c(c1)OCCO2	3	-2	-11	17	-7	12	-1	2	0.1	1
C/C(Cl)=C\Cn1c(Nc2cccc(C)c2)nc2c1c(=O)n(C)c(=O)n2C	-7	-5	-12	25	2	14	-31	0	-0.2	0
Cc1ccccc1S(=O)(=O)Oc1cccc2c(O)cccc12	3	4	-51	13	2	-2	-17	1	-1.5	-3
